Screening data deposited in PubChem by National Center for Advancing Translational Sciences (NCATS).
AMA1 RON2 block: AMA1-RON2 (P. falciparum) interaction inhibition. AlphaScreen AMA1-biotinylated RON2 peptide binding. Potency, µM (doses to about 58.2 µM), inactives show top-dose activity change, negative = inhibition, actives largely listed as inhibitors. 360,000 compounds, 0.2% hits;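 also: potency is read from the fitted curve at half-maximal effect; 0% = vehicle wells and -100% = peptide control; nearly all actives have a fitted effect of over 45% in size; some results filed as inactive show a strong effect at the top dose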
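AMA1 (3D7) with his tag at 25 nM final met compounds first, then biotinylated RON2 peptide at 25 nM; detection used donor plus acceptor beads, 10 µg/mL apiece, read by AlphaScreen after 30 min at room temperature.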
Giardia FBPA inh: inhibitors of Giardia lamblia fructose-1,6-bisphosphate aldolase | A8B2U2 | purified Giardia FBPA | Potency, µM (highest dose often 59.6 µM), without a hit: at the top dose activity, negative = inhibition, usual class: inhibitors | 290,000 compounds, 0.71% hits; also: potency is read from the fitted curve at half-maximal effect; % is scaled to controls: 0 for no effect and ±100 for the full control effect; nearly all actives have a fitted effect of over 55% in size
Target sequence (A8B2U2 whole entry, looked up): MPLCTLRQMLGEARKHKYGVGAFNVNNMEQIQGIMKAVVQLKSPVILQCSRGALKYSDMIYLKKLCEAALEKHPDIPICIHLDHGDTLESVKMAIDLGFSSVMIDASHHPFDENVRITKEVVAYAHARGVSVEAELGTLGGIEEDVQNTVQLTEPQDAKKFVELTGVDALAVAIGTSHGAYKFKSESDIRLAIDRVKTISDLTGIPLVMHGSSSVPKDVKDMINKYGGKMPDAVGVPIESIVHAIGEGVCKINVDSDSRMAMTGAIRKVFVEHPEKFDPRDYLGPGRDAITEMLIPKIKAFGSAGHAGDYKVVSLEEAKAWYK
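40 nM FBPA preincubated 10 min at RT with compound (up to 57.5 uM final), then substrate plus GAPDH/TPI/NAD/arsenate coupling and diaphorase/resazurin added. Fluorescence read after 20 min at RT, 525/598 nm.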
HCMV inh: inhibitors of human cytomegalovirus; 410,000 compounds, 4.5% hits; HFF cells, HCMV-luciferase reporter, 72 h; hits give low values; activity change, negative = inhibition, % at 57.5 µM; in the data active = activity change below about -60%; inconclusive = no clear call, values can overlap the other calls; inactive = above about -39%; also: % is scaled to controls: 0 for no effect and ±100 for the full control effect
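Human foreskin fibroblasts infected with luciferase-reporter HCMV at MOI 1 PFU/cell, compounds at two doses. Luciferase measured 72 h post infection; normalized to buffer-only basal and Salinomycin (10uM) controls.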
Shiga toxin inh: blocks Shiga toxin action in Vero cells. inhibition, % at 38.7 µM. Vero cells, Shiga toxin protein synthesis inhibition reporter. AID 2315. 290,000 compounds, 9.2% hits; in the data active = inhibition mostly above about 28%, no sharp cut-off; inactive = mostly below about 43%; also: 0% is about no effect
Cycloheximide cs: counter-screen for Shiga toxin inhibitors: cycloheximide protein synthesis inhibition. cell reporter, cycloheximide protein synthesis inhibition counterscreen. max response, %. 300,000 compounds, 12% hits. AID 2314; in the data active = max response mostly above about 13%, no sharp cut-off; inactive = mostly below about 14%; also: read at 38.3 µM for the half of the compounds with a filed dose; 0% is about no effect
AmpC detergent: AmpC beta-lactamase inhibition with detergent present; AmpC hydrolysis of nitrocefin, absorbance 480 nm, 0.01% Triton; Potency, µM (doses to about 114 µM), inactives show top-dose activity change, negative = inhibition, usual class: inhibitors; 370,000 compounds, 0.041% hits;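 also: potency is read from the fitted curve at half-maximal effect; 0% = no-compound wells and -100% = no-enzyme wells; nearly all actives have a fitted effect of over 25% in size; some results filed as inactive show a strong effect at the top dose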
Target sequence (P00811 whole entry, looked up): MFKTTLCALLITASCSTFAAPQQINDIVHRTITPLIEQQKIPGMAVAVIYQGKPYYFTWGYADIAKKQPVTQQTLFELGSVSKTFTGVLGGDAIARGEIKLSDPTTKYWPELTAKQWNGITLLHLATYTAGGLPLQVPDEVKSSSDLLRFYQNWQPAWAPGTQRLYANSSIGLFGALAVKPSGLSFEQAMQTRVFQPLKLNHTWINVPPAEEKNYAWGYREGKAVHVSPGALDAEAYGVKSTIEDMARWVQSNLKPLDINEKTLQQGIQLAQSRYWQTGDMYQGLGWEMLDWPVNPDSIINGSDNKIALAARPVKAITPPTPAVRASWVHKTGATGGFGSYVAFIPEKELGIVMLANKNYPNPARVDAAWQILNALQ
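20 mM phosphate pH 7.0 + 0.01% (detergent screen) or 0.0001% Triton X-100; 5.3 nM AmpC reagent; cpd preinc 15 min RT; nitrocefin (800 uM stock) to start; A480 q20 s × 4 min; Activity was normalised to no-enzyme and no-compound control wells.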
AmpC inh no detg: AmpC beta-lactamase inhibition without detergent; P00811; AmpC nitrocefin hydrolysis, absorbance 480 nm, 0.0001% Triton; Potency, µM (series often up to 57.1 µM), inactives show at the highest dose activity change, negative = inhibition, hits mostly inhibitors; 330,000 compounds, 0.52% hits; AID 485341;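 also: potency is read from the fitted curve at half-maximal effect; plate controls were no compound for no effect and no enzyme for full effect; nearly all actives have a fitted effect of over 20% in size; some results filed as inactive show a strong effect at the top dose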
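20 mM phosphate pH 7.0 + 0.01% (detergent screen) or 0.0001% Triton X-100; 5.3 nM AmpC reagent; cpd preinc 15 min RT; nitrocefin (800 uM stock) to start; A480 q20 s × 4 min; Activity was normalised to no-enzyme and no-compound control wells.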
* marks the source's active call; other numbers are inactive results; ? = inconclusive; / = not tested or not shown; & = joins results of further samples; [ ] = dose if it differs, or a comment. Unless noted, calls follow the shape of the dose curve; as a rule, active = well fitted curve in the direction sought with a large enough effect; inconclusive = small, poorly fitted or top-dose-only effect, or another doubt; inactive = no such curve, though single readings can be large; an effect the other way counts as inactive or inconclusive. Not a hit list. Share with any hit: about 16%.

smiles,AMA1 RON2 block,Giardia FBPA inh,HCMV inh,Shiga toxin inh,Cycloheximide cs,AmpC detergent,AmpC inh no detg
CC1CC(C)(C)NC(=S)N1CC(=O)N1CCN(Cc2ccccc2)CC1 (stereo unspecified),?,0%,32,-18,1,1%,-13%
CSCCC(NS(=O)(=O)c1ccc(Br)cc1)C(=O)OCC(=O)NC1CC1 (stereo unspecified),5%,4%,-65*,2,7,-9%,-1%
COc1ccc(C(=O)/C=C/Nc2ccc(S(N)(=O)=O)cc2)cc1OC,-8%,3%,32,32,14*,-5%,-4%
CC(C)CCNc1nc2c(c(=O)n(Cc3cccc(F)c3)c(=O)n2C)n1C,0%,-2%,-25,-9,3,2%,62%[activator]
CCOc1ccc(C2=Nn3c(nnc3-c3ccccc3)SC2)cc1Cl,-14%,0%,-102*,-11,-3,-15%,-10%
CC(=O)c1ccc(S(=O)c2ccccc2)cc1 (stereo unspecified),-4%,-1%,-6,-3,-1,-2%,?
CCC(C)N(C(=O)COC(=O)c1nc(Cl)ccc1Cl)C1CCS(=O)(=O)C1 (stereo unspecified),-1%,/,-13,/,/,-14%,-5%
O=C(Nc1ccccc1)c1ccc2c(c1)OCCO2,0%,-2%,21,70*,41*,-11%,-28%
CCN(CC(=O)Nc1ccc(OC)cc1)CC(=O)Nc1ccc(Br)cc1F,72%[activator],-21%,67,1,1,0%,67%[activator]
CCOc1ccccc1N1CCN(C(=O)c2c(Cl)cnn2C)CC1,4%,/,12,-5,-1,6%,67%[activator]
O=C1NC2C(NC(=O)N2C2CCCCC2)N1C1CCCCC1 (stereo unspecified),-15%,1%,-16,-5,-2,?,-17%
COC(=O)C1=C(C)NC2=C(C(=O)CC(c3cccs3)C2)C1c1ccsc1 (stereo unspecified),0%,-1%,70,-11,-8,-18%,-26%
CCOC(=O)N1CCC(N2C(=O)c3ccc(C(=O)Nc4ccc(OC)cc4)cc3C2=O)CC1,-7%,/,15,-12,2,-1%,-7%
O=C1CC(N2CCSCC2)C(=O)N1c1ccccc1 (stereo unspecified),3%,0%,7,1,-1,8%,-10%
C=CCOc1ccc(-c2nc3c(c(=O)[nH]c(=O)n3CCCC)n2C)cc1Br,-8%,12%,9,18,-8,?,-8%

Given field by field: entries from further up.
smiles: COC(=O)C1=C(C)NC2=C(C(=O)CC(c3cccs3)C2)C1c1ccsc1 (stereo unspecified)
  AMA1 RON2 block: 0%
  Giardia FBPA inh: -1%
  HCMV inh: 70
  Shiga toxin inh: -11
  Cycloheximide cs: -8
  AmpC detergent: -18%
  AmpC inh no detg: -26%

smiles: CC1CC(C)(C)NC(=S)N1CC(=O)N1CCN(Cc2ccccc2)CC1 (stereo unspecified)
  AMA1 RON2 block: ?
  Giardia FBPA inh: 0%
  HCMV inh: 32
  Shiga toxin inh: -18
  Cycloheximide cs: 1
  AmpC detergent: 1%
  AmpC inh no detg: -13%

(next part)
smiles,AMA1 RON2 block,Giardia FBPA inh,HCMV inh,Shiga toxin inh,Cycloheximide cs,AmpC detergent,AmpC inh no detg
CN(C)S(=O)(=O)c1ccc(C(=O)NCC(=O)N/N=C/c2ccccc2Cl)cc1,-10%,2%,-35,-3,-1,4%,-14%
Cc1sc(N)c(C(=O)c2ccccc2)c1C,-5%,-7%,-23,-8,-3,-5%,-39%
COc1ccc(-c2csc(NC(=O)CSc3n[nH]c(C)n3)n2)cc1,0%,-11%,2,108*,31*,-3%,-24%
Cc1ccc(C(C)C)c(OCC(O)CN2CCc3ccccc3C2)c1 (stereo unspecified),0%,-14%,-17,-23,-5,-13%,31%
Cc1ccc(C)c(-c2ccc(=O)n(Cc3ccc(F)cc3Cl)n2)c1,8%,-8%,36&-5,13,1,-14%&-2%,81%[activator]
N#Cc1c(Nc2ccccc2C(F)(F)F)s[nH]c1=O,?,-13%,?,-1,1,4%,-19%
S=C(NCCc1ccc(Cl)cc1)NCc1ccccc1,0%,-3%,/,-4,9,?,-42%
O=C(c1ccc(Cl)c(S(=O)(=O)N2CCOCC2)c1)N(c1ccccn1)C1CCCCC1,3%,3%,-3,18,-3,-2%,72%[activator]
CCOc1ccc(CCNC(=O)c2cc(C)nc3ccccc23)cc1OCC,1%,/,-25,-20,-1,10%,-21%
O=[N+]([O-])c1cccc(NC2=NCCC2)c1,29%,-1%,7,-5,-4,-7%,-14%
Cc1cccn2c(=O)c3c(nc12)N1CCC(Cc2ccccc2)CC1C1(C3)C(=O)N(C)C(=O)N(C)C1=O (stereo unspecified),1%,-23%,-39,-13,7,15%,89%[activator]
CCOC(=O)N1CCC(NC(=O)C2CCN(C(=O)N3CC(C)Oc4ccc(C)cc43)CC2)CC1 (stereo unspecified),-1%,-2%,2,16,-2,-5%,/
C/C(=N\NC(=O)c1cccc(S(=O)(=O)N2CCOCC2)c1)c1ccc(C)cc1,27%,/,53,/,/,?,-4%
CC(=O)OC1CCC(OC(C)=O)c2c1n([O-])c(C)c(C)[n+]2=O (stereo unspecified),6%,0%,-10,-13,-3,0%,-7%
CC(C#N)(Nc1ccc(Cl)cc1)c1cccnc1 (stereo unspecified),-7%,-8%,5,4,-3,?,-3%

(further entries)
smiles,AMA1 RON2 block,Giardia FBPA inh,HCMV inh,Shiga toxin inh,Cycloheximide cs,AmpC detergent,AmpC inh no detg
CO[C@]1(C)C[C@H]2O[C@]1(C)n1c3ccccc3c3c4c(c5c6ccccc6n2c5c31)C(=O)N(C)C4,/,4%,/,-6,-7,/,/
CCc1cccc(C)c1NC(=S)NCc1cccn1C,-2%,-7%,-10,8,3,-4%,-13%
C[C@@H](C(=O)N[C@@H](Cc1c[nH]c2ccccc12)C(=O)O)n1nnc2ccccc2c1=O,-8%,11%,-3,6,2,-13%,-7%
NC(=O)CN1CCN(C2CC(=O)N(CCc3ccccc3)C2=O)CC1 (stereo unspecified),0%,3%,-28,-7,-4,-12%,-12%
CCN1CCN(C(=O)c2cc3c(s2)-c2ccccc2S(=O)(=O)C3)CC1,-8%,2%,39,11,-1,?,-50%
COCCN1CC(C(=O)NCCc2nc(C)c(C)s2)CCC1=O (stereo unspecified),0%,/,-16,3,9,1%,-2%
Cc1csc(SCCn2c(Br)nc3c2c(=O)[nH]c(=O)n3C)n1,-9%,-9%,?,-8,-5,0%,-12%
CC(C)C[C@H](NC(=O)[C@H](CCCCN)NC(=O)CNC(=O)[C@H](CC(C)C)NC(=O)[C@@H](N)C(C)C)C(=O)N[C@@H](CO)C(=O)N[C@@H](CCC(N)=O)C(=O)N[C@@H](CCC(=O)O)C(=O)N[C@@H](CC(C)C)C(=O)N[C@@H](Cc1cnc[nH]1)C(=O)N[C@@H](CCCCN)C(=O)N[C@@H](CC(C)C)C(=O)N[C@@H](CCC(N)=O)C(=O)N[C@H](C(=O)N[C@@H](Cc1ccc(O)cc1)C(=O)N1CCC[C@H]1C(=O)N[C@@H](CCCNC(=N)N)C(=O)N[C@H](C(=O)N[C@@H](CC(N)=O)C(=O)N[C@H](C(=O)NCC(=O)N[C@@H](CO)C(=O)NCC(=O)N[C@H](C(=O)N1CCC[C@H]1C(N)=O)[C@@H](C)O)[C@@H](C)O)[C@@H](C)O)[C@@H](C)O,/,7%,/,8,-7,/,/
Cc1ncc(CN2CCN(Cc3ccc(F)cc3)C(CCO)C2)s1 (stereo unspecified),-8%,0%,-29,-18,-4,1%,3%
COCCOC(=O)c1c(C)oc2ccc(OC(=O)c3c(OC)cccc3OC)cc12,6%,-6%,-10,9,1,-1%,?
CCN1C(=S)SC(=O)C1=C1C=C(C)OC(C)=C1,-13%,1%,-17,21,7,-12%,-17%
CC(=O)NCc1ccc(-c2csc(-c3cccs3)n2)cc1,13%,2%,4,86*,21*,1%,111%[activator]
CC(C)c1ccc(NC2CCCN(C(=O)CCN3CCCO3)C2)cc1 (stereo unspecified),0%,/,10,15,-2,-8%,84%[activator]
O=C(COc1cc2oc(=O)cc(-c3ccccc3)c2cc1Cl)NC(Cc1c[nH]c2ccc(O)cc12)C(=O)O (stereo unspecified),3%,-1%,-16,-7,5,?,-33%
CCN(C(=O)Cn1c(=O)oc2cc(S(=O)(=O)N3CCOCC3)ccc21)c1ccccc1,-5%,9%,-34,3,-2,-9%,4%

(next part)
smiles,AMA1 RON2 block,Giardia FBPA inh,HCMV inh,Shiga toxin inh,Cycloheximide cs,AmpC detergent,AmpC inh no detg
CCCCNS(=O)(=O)c1ccc2nc(SCC(=O)N3CC(C)OC(C)C3)[nH]c2c1 (stereo unspecified),-11%,-1%,-10,-4,-6,-12%,-4%
Nc1c(Cl)ncnc1N/N=C/c1cccc(O)c1,1%,-20%,-22,50*,26*,?,-25%
CC(C)Sc1nc2c(c(=O)n1-c1ccc(F)cc1)SCC2,-14%,-12%,-18,-12,-5,-1%,-7%
O=[N+]([O-])c1cccnc1Oc1ccc(F)cc1,10%,-2%,?,-1,5,-10%,-20%
Cc1cccc(CCN2C(Nc3ccccc3)=NC[C@@H]2CC(C)C)c1,10%,/,?,/,/,-10%,7%
O=C(Cc1ccsc1-c1ccccc1)NO,-2%,-23%,-32,18,-4,5%,-17%
O=C(CN1C(=O)c2ccccc2S1(=O)=O)c1ccc2c(c1)OCCCO2,11%,-6%,-96*,-27,-11,-3%,-15%
C/C(=N\Nc1nccnc1Cl)c1ccc(O)c(C)c1,18%,?,70,/,28*,?,-28%
O=S(=O)(c1ccc(-c2csc(=Nc3ccccc3)n2CCCN2CCOCC2)cc1)N1CCOCC1,-24%,1%,-21,-16,-3,1%,214%[activator]
COc1ccc(S(=O)(=O)N(CCCN2CCCC2=O)Cc2cc3c(C)cc(C)cc3[nH]c2=O)cc1,-13%,-8%,?,-12,15,-13%,171%[activator]
COc1ccc(NC(=O)CN(c2ccc(C)cc2)S(=O)(=O)c2c(C)nn(C)c2C)cc1OC,10%,2%,-32,-12,-3,?,25%

Quoted from above (six entries):
smiles,AMA1 RON2 block,Giardia FBPA inh,HCMV inh,Shiga toxin inh,Cycloheximide cs,AmpC detergent,AmpC inh no detg
O=C(Cc1ccsc1-c1ccccc1)NO,-2%,-23%,-32,18,-4,5%,-17%
O=C(CN1C(=O)c2ccccc2S1(=O)=O)c1ccc2c(c1)OCCCO2,11%,-6%,-96*,-27,-11,-3%,-15%
C/C(=N\Nc1nccnc1Cl)c1ccc(O)c(C)c1,18%,?,70,/,28*,?,-28%
O=S(=O)(c1ccc(-c2csc(=Nc3ccccc3)n2CCCN2CCOCC2)cc1)N1CCOCC1,-24%,1%,-21,-16,-3,1%,214%[activator]
COc1ccc(S(=O)(=O)N(CCCN2CCCC2=O)Cc2cc3c(C)cc(C)cc3[nH]c2=O)cc1,-13%,-8%,?,-12,15,-13%,171%[activator]
COc1ccc(NC(=O)CN(c2ccc(C)cc2)S(=O)(=O)c2c(C)nn(C)c2C)cc1OC,10%,2%,-32,-12,-3,?,25%
